Assay outcomes (PubChem)
ADAM17 inh: ADAM17 inhibitors, primary screen, biochemical, QFRET; Disintegrin and metalloproteinase domain-containing protein 17 (Homo sapiens), P78536; recombinant ADAM17, EDANS/DABCYL FRET peptide cleavage; inhibition, % at 6.95 µM; actives 0.83% (n = 370,000); AID 720648, 2013;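 active = inhibition above the mean of compounds lying between control limits plus 3 SD, set per campaign, cut at about 8.5% in these data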;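 note: 0% = DMSO-only wells as the low control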
PLC-beta3 inh: human PLC-beta3 inhibitors, primary screen, biochemical, fluorescence. Purified PLC-beta3, fluorogenic substrate. actives 0.18% (n = 370,000). 1-phosphatidylinositol 4,5-bisphosphate phosphodiesterase beta-3 (Homo sapiens), Q01970. inhibition, % at 12.2 µM. AID 720704, 2013; in the data active = inhibition above about 11%;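 note: 0% = median of compound wells on plate and 100% = full blocker control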
Tn7 DDE FP: inhibitors of Tn7 peptide binding to fibrin DD(E), primary screen, biochemical, fluorescence polarization, human fibrin, Tn7 probe; FP displacement of FITC-Tn7 peptide from fibrin DD(E); 0% = median of compound wells per plate; inhibition, % at 8.3 µM; actives 0.13% (n = 370,000);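 active = inhibition above the mean of compounds falling within the control limits plus 3 SD of them, cut at about 14% in these data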;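 note: 0% = plate median of compound wells and 100% = 10 µM Aha-Tn7 peptide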
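Assay system: Human fibrin DD(E) protein | Medium: Tris buffer with calcium and detergent, pH 7.8 | Reagent: 0.1 µM fluorescent Tn7 | Compound dosing: Single point at 8.3 µM | Times: 10 min preincubation, 3 h with tracer, room temperature | Detection: Fluorescence polarization of the labelled Tn7 tracer | Controls: Aha-Tn7 high control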
MBD2 inh: inhibitors of MBD2 binding to methylated DNA, primary screen, biochemical, TR-FRET, DNA-binding domain, human; Methyl-CpG-binding domain protein 2 (Homo sapiens), Q9UBB5; MBD2 binding to methylated oligonucleotide; inhibition, % at 4.4 µM; actives 0.31% (n = 370,000); in the data active = inhibition above about 13%
UHRF1 MBD2 ctr: UHRF1 methylated DNA binding inhibitors, primary screen, counter-screen for MBD2 inhibitor project, biochemical, TR-FRET, human UHRF1, single concentration; E3 ubiquitin-protein ligase UHRF1 (Homo sapiens), Q96T88; UHRF1 binding to methylated oligo; inhibition, % at 4.4 µM; actives 0.75% (n = 370,000); in the data active = inhibition above about 21%;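 note: UHRF1 SRA domain binding a hemimethylated CpG hairpin DNA probe; 0% = median of test compound wells and 100% = reference inhibitor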
Target sequence (Q96T88 whole entry, looked up, the tested form may be a part): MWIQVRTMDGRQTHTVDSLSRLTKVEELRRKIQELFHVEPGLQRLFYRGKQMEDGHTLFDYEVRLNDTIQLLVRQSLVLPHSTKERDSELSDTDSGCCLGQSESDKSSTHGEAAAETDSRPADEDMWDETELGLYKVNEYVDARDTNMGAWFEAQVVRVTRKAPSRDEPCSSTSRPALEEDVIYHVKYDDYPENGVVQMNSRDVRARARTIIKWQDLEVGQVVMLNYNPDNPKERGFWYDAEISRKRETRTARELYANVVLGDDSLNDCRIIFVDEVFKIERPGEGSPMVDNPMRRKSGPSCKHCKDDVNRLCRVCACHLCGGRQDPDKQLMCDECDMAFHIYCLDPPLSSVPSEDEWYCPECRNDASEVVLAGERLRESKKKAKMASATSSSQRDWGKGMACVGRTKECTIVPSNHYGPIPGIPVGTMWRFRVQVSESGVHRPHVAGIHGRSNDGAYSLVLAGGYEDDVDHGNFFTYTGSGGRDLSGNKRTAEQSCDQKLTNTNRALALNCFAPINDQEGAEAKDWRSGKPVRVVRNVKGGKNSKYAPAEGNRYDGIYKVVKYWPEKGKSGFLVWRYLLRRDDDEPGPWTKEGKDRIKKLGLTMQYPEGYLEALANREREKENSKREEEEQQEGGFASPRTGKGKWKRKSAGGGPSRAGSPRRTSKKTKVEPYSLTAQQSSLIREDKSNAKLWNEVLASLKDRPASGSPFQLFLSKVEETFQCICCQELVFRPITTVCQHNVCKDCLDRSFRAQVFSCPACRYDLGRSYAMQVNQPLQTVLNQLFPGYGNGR
PLC-gamma1 inh: PLC-gamma1 enzyme inhibitors, primary screen, biochemical, fluorescence, purified enzyme; actives 0.84% (n = 370,000); inhibition, % at 12.2 µM; 1-phosphatidylinositol 4,5-bisphosphate phosphodiesterase gamma-1 (Homo sapiens), P19174; fluorogenic substrate; AID 720700, 2013; in the data active = inhibition above about 9.5%
ARFGAP1 inh: inhibitors of rat ARFGAP1 GAP activity, primary screen, biochemical, fluorescence polarization, GDP tracer; ADP-ribosylation factor GTPase-activating protein 1 (Rattus norvegicus), Q62848; Arfgap1-stimulated ARF1 GTP hydrolysis, GDP FP detection; inhibition, % at 16.5 µM; actives 0.26% (n = 360,000); AID 651572, 2012;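 active = inhibition above a per-plate limit, mean inhibition of low control wells plus 3 SD, cut at about 25% in these data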;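 note: 0% = DMSO wells with enzyme and 100% = wells lacking Arfgap1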
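material = rat Arfgap1 catalytic domain, aa 1-136 | also added = human ARF1(Δ1-17)-GTP substrate | compound dosing = one concentration, 16.5 µM, DMSO 1.26% | times = GTP hydrolysis reaction 2 h at 25 °C | measured by = FP, GDP Alexa 633 tracer displaced from anti-GDP antibody, 620/688 nm | evaluation = percent inhibition of Arfgap1-stimulated GTP hydrolysis | replication = single well per compound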
ASAP1 inh: inhibitors of human ASAP1 ArfGAP activity, primary screen, biochemical, fluorescence polarization | inhibition, % at 16.5 µM | Arf-GAP with SH3 domain, ANK repeat and PH domain-containing protein 1 (Homo sapiens), … | ASAP1-stimulated ARF1 GTP hydrolysis, GDP FP detection | actives 0.19% (n = 360,000); in the data active = inhibition above about 25%;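 note: 0% = vehicle with enzyme and substrate and 100% = no enzyme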
DDE Tn6 FP inh: inhibitors of Tn6 peptide binding to fibrin DD(E), primary screen, biochemical, fluorescence polarization, human fibrin, Tn6 probe; actives 0.21% (n = 370,000); inhibition, % at 8.3 µM; AID 720509, 2013; Fibrin DD(E) TRITC-Tn6 fluorescence polarization displacement;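 active = inhibition above a per-campaign cutoff: mean of compounds within control limits plus 3 SD, cut at about 15% in these data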;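 note: 0% = median of all compound wells on the plate and 100% = blocking peptide control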
proKLK7 act: proKLK7 zymogen activators, primary screen, biochemical, fluorescence intensity; Kallikrein-7 (Homo sapiens), P49862; purified proKLK7, EDANS-DABCYL substrate fluorescence; 100% is mature enzyme control, 0% vehicle; activation, % at 7 µM; actives 0.9% (n = 370,000); AID 652039, 2013;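 active = activation above the mean of all tested compounds plus 3 SD, computed per campaign excluding outliers beyond control limits, cut at about 13% in these data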
Target sequence (P49862 whole entry, looked up): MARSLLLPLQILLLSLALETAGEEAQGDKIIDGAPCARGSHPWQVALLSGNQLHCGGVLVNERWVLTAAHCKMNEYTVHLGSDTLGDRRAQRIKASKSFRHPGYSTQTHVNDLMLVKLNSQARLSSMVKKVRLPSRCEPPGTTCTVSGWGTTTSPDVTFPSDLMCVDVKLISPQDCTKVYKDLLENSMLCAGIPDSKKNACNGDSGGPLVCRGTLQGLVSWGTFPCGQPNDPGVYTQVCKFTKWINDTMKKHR
Numbers without * were called inactive; i = inactive.

SMILES	ADAM17 inh	PLC-beta3 inh	Tn7 DDE FP	MBD2 inh	UHRF1 MBD2 ctr	PLC-gamma1 inh	ARFGAP1 inh	ASAP1 inh	DDE Tn6 FP inh	proKLK7 act
COc1ccc(C(=O)N2c3ccccc3C(=O)OC2c2ccc3c(c2)OCO3)cc1 (stereo unspecified)	-2	-1	2	-1	-1	-2	13	5	-7	0.6
COCc1cc(=O)[nH]c(/N=C(\N)Nc2c(F)cccc2F)n1	-5	-1	-6	-4	1	0	-14	0	5	-0.3
CCOC(=O)N1CCN(CC(O)COc2c(C)cccc2C)CC1 (stereo unspecified)	-1	2	0	2	-1	-1	-6	8	4	-0.4
CCCn1c(N)c(Sc2ccc([N+](=O)[O-])cc2)c(=O)n(CCC)c1=O	-1	4	8	2	2	4	-3	4	3	-0.8
CCC(=O)Nc1ccc(N2CCC(C)CC2)cc1	-2	4	5	0	0	-1	6	-7	6	0.5
COc1cc(C(=O)NNC(=O)CCOc2cccc(Br)c2)cc(OC)c1OC	-1	-6	-4	0	-1	-2	11	-11	-5	0.4
FC(F)(F)c1cccc(Cc2noc(CN3CCSCC3)n2)c1	0	-3	-9	1	3	-1	-2	2	-4	0.6
O=C(Cc1ccccc1F)NC1CCCc2ccccc21 (stereo unspecified)	2	3	-2	3	-2	3	2	-8	-2	0.5
CC(=O)c1ccccc1NC(=O)COC(=O)CCC1CCCC1	-5	-34	7	5	1	-22	1	-3	-4	-1.5
Cc1ccccc1OCC(=O)N(Cc1cccs1)C1CCS(=O)(=O)C1 (stereo unspecified)	-6	1	2	2	-1	1	25*	10	-5	-0.2
C#CCNC(=O)C1=C[C@H](c2cn(C(C)=O)c3ccccc23)[C@@H](CCCO)[C@H](OCC)O1	-3	0	-2	5	0	1	4	-6	-7	0.0
O=C(NCc1cccs1)c1nc(-c2cccs2)no1	-1	-7	-1	6	11	2	6	-2	-6	0.3
CC1Cc2nc(SCC(=O)Nc3ccccc3F)n(C)c(=O)c2S1 (stereo unspecified)	-1	0	-2	-6	-1	-2	-2	-11	-1	0.2
O=C(CNC(=O)C1CCCCC1)OC(C(=O)c1ccccc1)c1ccccc1 (stereo unspecified)	0	3	10	-5	-4	1	-9	-1	-3	1.2
O=C(NNC(=O)c1ccc(Br)s1)c1ccc(F)c(S(=O)(=O)N2CCOCC2)c1	-4	-4	0	5	0	4	8	6	1	-0.1
Cc1ccc(/C=C/C(=O)Nc2ccc([N+](=O)[O-])cc2)o1	5	2	-6	3	-1	0	12	8	-4	-0.8
CC1CCN(S(=O)(=O)c2ccc(NC(=O)C3CSC4(C)CCC(=O)N34)cc2)CC1 (stereo unspecified)	-4	-12	2	-1	3	-4	-3	-2	1	0.3
CN1CCC/C1=C/C=C1\SC(=S)NC1=O	-1	-44	-4	-12	-16	-27	5	-5	1	0.6
CCn1c(NC(=O)C(C)C)c(-c2cccs2)c(=O)c2ccccc21	-2	-24	3	-3	-1	-12	14	6	5	0.1
COc1ccc2nc(-c3ccccc3)cc(C(=O)OCC(=O)N3CC(C)OC(C)C3)c2c1 (stereo unspecified)	i	i	0	-2	1	i	9	5	6	-110
CCC(C)Sc1nc2c(c(=O)[nH]c(=O)n2C)n1Cc1ccc(Cl)cc1 (stereo unspecified)	0	3	4	2	-1	9	-1	0	-2	0.7
CN(C)CCCOc1ccc(-c2cc3nc(NCc4cccnc4)n(C)c(=O)c3s2)cn1	-16	-7	-5	5	5	-4	-3	14	3	-0.6
O=C(c1cccc([N+](=O)[O-])c1)c1cc2ccccc2o1	1	2	-5	-1	-1	-2	2	12	-4	-0.2
COC(=O)Cc1cnc(NC(=O)CSc2nc(C(C)C)cc(=O)[nH]2)s1	0	-5	-1	-1	1	0	-3	1	1	0.1
CC[C@H](NC(=O)/C=C/[C@H]1O[C@@H](n2cc(C)c(=O)[nH]c2=O)C[C@@H]1O)c1ccccc1	2	4	-5	1	-4	2	-2	5	-1	-0.1
CC1CN(C(=O)COC(=O)c2cncc(Br)c2)CC(C)O1 (stereo unspecified)	-1	3	3	-1	12	0	1	-5	-4	-0.4
COC(=O)CCCC1=CC2=C(c3ccccc3)C(=O)C(C)(OC(=O)C3CCCC3)C(=O)C2=CN1Cc1ccc(OC)cc1 (stereo unspecified)	-1	-8	-5	5	-5	-1	16	-3	-1	0.6
CCN(CC(=O)NCc1ccc(F)cc1)S(=O)(=O)c1ccc(Cl)s1	-6	-3	-1	3	15	3	-4	3	-4	-0.3
CN(C)c1ccc(/C=N/Nc2cc(N3CCOCC3)nc(N3CCOCC3)n2)cc1	-13	-13	5	-4	-5	-14	3	16	2	-1.1
CC1Sc2ccc(S(=O)(=O)N3CCC(C(=O)NCCc4ccccc4)CC3)cc2NC1=O (stereo unspecified)	-1	-7	-8	0	-1	-1	2	-2	1	0.2
Cc1nc2ccc(NC(=O)Cc3ccccc3F)cc2s1	-2	-10	8	4	18	0	8	-11	-3	0.2
CCS(=O)(=O)c1ccc2oc(SCC(=O)Nc3ccc(OC)c(OC)c3)nc2c1	-5	2	2	3	-1	-2	5	-11	-1	-0.3
Cc1noc(C)c1NC(=O)N(C)C[C@H]1Oc2ccc(NC(=O)C3CCCCC3)cc2C(=O)N([C@H](C)CO)C[C@@H]1C	-2	0	-3	-1	0	-2	4	1	-1	-0.1
CCOC(=O)C1=C(Nc2ccc(C)cc2)CC(C)(O)C(C(=O)OCC)C1c1ccccc1 (stereo unspecified)	-2	-1	2	-6	-1	-2	-8	1	-8	-0.1
O=C(Nc1ccc2nc([C@H]3C[C@H](O)[C@@H](CO)O3)[nH]c2c1)NC(c1ccccc1)c1ccccc1	-1	1	0	0	4	0	2	-11	-1	-0.1
Cc1cccc(OCc2nnc3n2CCCCC3)c1	-2	1	1	-5	0	5	9	1	1	0.6
CCCn1c(=O)c(C(=O)c2ccccc2)nc2ccccc21	1	-27	8	1	-2	-18	3	-15	-5	0.7
O=C1CSC(c2ccc(F)cc2)N1c1ccccc1F (stereo unspecified)	-1	0	6	-7	-3	1	-13	-10	2	-0.2
CSc1ccccc1C(=O)Nc1ccccc1C(=O)N1CCCC1	-1	-3	-2	1	1	-1	9	1	7	-1.2
Cc1cccc(N2N=C(C(=O)Nc3ccc(Cl)c(S(=O)(=O)N4CCOCC4)c3)CCC2=O)c1	-3	-11	7	1	2	-6	1	13	0	0.1
C=CCn1c(=NC(=O)c2ccco2)sc2cc(C(=O)OCC)ccc21	-6	-13	4	8	19	-10	6	-3	1	-1.5
COc1cc(CN2CCN(CCOCCO)CC2)cc(OC)c1OC	-1	0	-3	-6	2	3	5	-4	-3	0.1
CC(C)NC(=O)CCCC(=O)NC(C)C	2	5	-1	-1	-2	-1	-8	3	0	-0.5
COc1ccc(-c2nn(-c3ccccc3)cc2/C=C\C(=O)Nc2ccc(C(=O)O)cc2)cc1	-5	-19	12	4	1	-17	16	10	-10	-1.5
Cc1cc(C)nc(N2CCCC(C(=O)NCc3cccs3)C2)n1 (stereo unspecified)	-2	-3	6	2	2	5	-4	-6	3	0.1
COc1cc(NC(=O)c2cccnc2SC)cc(OC)c1OC	-1	1	-4	-2	1	3	2	6	0	-0.2
CCOC(=O)C1CCCN(C(=O)CSc2nccn2C)C1 (stereo unspecified)	0	4	-2	-6	3	1	9	4	-3	0.5
O=C(C1CCC(CNc2nc(=S)[nH]c3ccccc23)CC1)N1CCN(c2ccccn2)CC1 (stereo unspecified)	-5	-2	4	-1	1	1	6	-2	-3	0.5

Limited to UHRF1 MBD2 ctr, for some of the entries so far:
| molecule | UHRF1 MBD2 ctr |
| --- | --- |
| FC(F)(F)c1cccc(Cc2noc(CN3CCSCC3)n2)c1 | 3 |
| O=C(Cc1ccccc1F)NC1CCCc2ccccc21 (stereo unspecified) | -2 |
| CC(=O)c1ccccc1NC(=O)COC(=O)CCC1CCCC1 | 1 |
| Cc1ccccc1OCC(=O)N(Cc1cccs1)C1CCS(=O)(=O)C1 (stereo unspecified) | -1 |

Additional records
SMILES	ADAM17 inh	PLC-beta3 inh	Tn7 DDE FP	MBD2 inh	UHRF1 MBD2 ctr	PLC-gamma1 inh	ARFGAP1 inh	ASAP1 inh	DDE Tn6 FP inh	proKLK7 act
Cc1nc([N+](=O)[O-])cn1CC(O)c1ccccc1 (stereo unspecified)	-1	-4	0	6	12	-1	9	-17	0	0.5
O=C(CSc1ccccc1)Nc1nnc(-c2ccco2)o1	1	-14	-2	4	-2	-3	4	-11	-3	0.1
COc1ccc(Nc2nc(N)c([N+](=O)[O-])c(N3CCCC3)n2)cc1	1	0	-7	-5	-1	4	-11	-3	-5	-0.7
CCOC(=O)Cc1csc(NC(=O)COc2ccc(N(C)S(=O)(=O)c3cccs3)cc2)n1	2	-4	-1	3	6	-7	5	3	-7	0.8
O=C1CCCN1c1ccc(S(=O)(=O)N2CCCCC2)cc1	-4	-6	-2	-2	-3	-1	10	0	7	0.7
c1cncc(-c2nc(-c3ccc4c(c3)OCO4)cs2)c1	-1	-44	7	-3	-4	-37	4	17	1	-0.4
O=C(CCc1ccc(S(=O)(=O)NCCc2ccccc2)cc1)Nc1ccc2c(c1)OCCO2	3	2	4	-7	-1	0	-3	-7	9	-0.3
CCOc1ccc(NC(=O)C2CCN(S(C)(=O)=O)CC2)cc1	1	-5	4	-6	-2	-3	1	3	1	0.2
COCCN(C(=O)CSc1ncc(C(F)(F)F)cc1Cl)c1c(N)n(Cc2ccccc2)c(=O)[nH]c1=O	0	-2	4	4	4	0	-1	0	1	0.0

Full records, quoted from the list. Order of values: ADAM17 inh | PLC-beta3 inh | Tn7 DDE FP | MBD2 inh | UHRF1 MBD2 ctr | PLC-gamma1 inh | ARFGAP1 inh | ASAP1 inh | DDE Tn6 FP inh | proKLK7 act
O=C(CSc1ccccc1)Nc1nnc(-c2ccco2)o1 is listed with 1 | -14 | -2 | 4 | -2 | -3 | 4 | -11 | -3 | 0.1
CCOC(=O)Cc1csc(NC(=O)COc2ccc(N(C)S(=O)(=O)c3cccs3)cc2)n1 is listed with 2 | -4 | -1 | 3 | 6 | -7 | 5 | 3 | -7 | 0.8
